OXTR ag – human OXTR agonists, primary screen, fluorescence, CHO-OTR cells, Fluo-8 calcium | Oxytocin receptor (Homo sapiens), P30559 | AID 2435, 2010 | Fluo-8 calcium fluorescence; normalized: DMSO 0%, oxytocin 100% | activation, % at 3 µM | 0.32% of 320,000 active;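 active = activation above the mean of all tested compounds plus 3 SD, cutoff set per screening run, cut at about 20% in these data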;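 also: peak over basal fluorescence ratio from a 100 s FLIPR kinetic read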
Target sequence (P30559 whole entry, looked up): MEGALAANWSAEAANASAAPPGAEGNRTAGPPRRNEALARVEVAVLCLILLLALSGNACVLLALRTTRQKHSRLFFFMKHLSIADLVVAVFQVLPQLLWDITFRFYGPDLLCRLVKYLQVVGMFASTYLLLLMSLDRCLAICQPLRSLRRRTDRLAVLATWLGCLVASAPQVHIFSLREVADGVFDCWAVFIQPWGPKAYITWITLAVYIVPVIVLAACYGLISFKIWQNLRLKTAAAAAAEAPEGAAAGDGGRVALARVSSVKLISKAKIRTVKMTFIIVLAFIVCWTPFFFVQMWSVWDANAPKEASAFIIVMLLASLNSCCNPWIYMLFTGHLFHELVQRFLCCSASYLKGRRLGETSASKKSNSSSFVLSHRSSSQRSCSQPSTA
Active calls of the source: *. Some of the compounds tested; the hit share may differ from the screen's.

Structure	OXTR ag
Cc1ccc(S(=O)(=O)CCC(=O)OCC(=O)NCCc2ccc(F)cc2)cc1	-2.7
COC(=O)c1cc(CNC(=O)c2ccc(S(=O)(=O)N(C)c3ccccc3)cc2)ccc1OC	5.4
COCCn1ccc2c(OCC(=O)NCc3ccc(C)cc3)cccc2c1=O	-0.5
COc1ccccc1CCC(=O)OCC(=O)Nc1cc(S(=O)(=O)N2CCOCC2)ccc1C	-0.3
CC(C)(CNC(=O)c1ccc(NS(=O)(=O)c2ccc(Br)cc2)cc1)N1CCOCC1	0.5
CCCCN(C(=O)CN1C(=O)C2CCCCC2C1=O)c1c(N)n(CCCC)c(=O)[nH]c1=O (stereo not given)	-0.3
COc1c(O[C@@H]2O[C@H](CO)[C@@H](O)[C@H](O)[C@H]2O)cc2c(c1OC)-c1ccc(SC)c(=O)cc1C(NC(C)=O)CC2 (stereo not given in full)	0.5
Cn1nnnc1Sc1ncnc2scc(-c3ccccc3Br)c12	-1.3
CC(=O)c1c(C)[nH]c(C(=O)N2CCN(S(=O)(=O)c3ccc(F)c(F)c3)CC2)c1C	-0.1
COc1cc(C(=O)NNC(=O)C2CSC3(C)CCC(=O)N23)cc(OC)c1OC (stereo not given)	1.1
Cc1ccccc1OCCC(=O)NNC(=O)c1ccccc1F	0.9
COc1ccc(COC(=O)C2CC(=O)N(Cc3ccccc3)C2)cc1 (stereo not given)	0.4
Cc1ccc(C(=O)NC(=S)NCc2ccccc2)cc1Br	-2.2
C#CCCC(=O)c1ccccc1/C=[N+](\[O-])c1ccccc1	0.4
COc1ccc(/C=C/c2c(-c3ccc(OC)cc3)oc(=O)c3cc(OC)c(OC)cc23)cc1	-0.1
NS(=O)(=O)c1ccc(CCNC(=O)C2CCN(C(=O)Nc3ccccc3)CC2)cc1	0.3
O=S(=O)(Nc1cccc(S(=O)(=O)N2CCCC2)c1)c1cccs1	2.0
Cc1ccc(S(=O)(=O)N(C)C(C)CCc2ccco2)cc1 (stereo not given)	-1.4
CCc1ccc(OCC(=O)Nc2ccc(S(=O)(=O)N3CCOCC3)cc2)cc1	7.5
CCN(CC(=O)Nc1c(F)cccc1F)C(=O)C1=COCCO1	-0.1
COc1ccc2c(c1)[C@H]1[C@H](CO2)[C@H](c2ccccc2)[C@]2(C)C(=O)Nc3cc(F)ccc3C(=O)N12	0.3
N#CCCN(C(=O)COC(=O)COc1ccccc1Cc1ccccc1)c1ccccc1	1.8
CCc1ccc([C@@H]2CC=C(C(=O)O)[C@H](c3ccc(C(C)(C)C)cc3)N2S(=O)(=O)c2ccc(C)cc2)cc1	8.3
COc1ccc(S(=O)(=O)Nc2ccc3c(c2)C(=O)N([C@H](C)CO)C[C@H](C)[C@@H](CN(C)S(=O)(=O)c2ccc(F)cc2)O3)cc1	0.3

A few values from the list.
CCN(CC(=O)Nc1c(F)cccc1F)C(=O)C1=COCCO1 in OXTR ag reads -0.1
C#CCCC(=O)c1ccccc1/C=[N+](\[O-])c1ccccc1 in OXTR ag reads 0.4

More structures
Structure	OXTR ag
CC(C)Cn1c(N)c(C(=O)COC(=O)C2CC(=O)N(c3ccc4c(c3)OCCO4)C2)c(=O)n(C)c1=O (stereo not given)	2.5
COC(=O)c1ccc(CNC(=O)c2ccc(OC)c(S(=O)(=O)NC3CCCC3)c2)cc1	-0.8
CCOC(=O)CCC(=O)Nc1cc(S(=O)(=O)N2CCOCC2)ccc1N1CCCCC1	-0.3
CC(=O)Nc1ccc(C(=O)Nc2cccc(S(=O)(=O)NC3=NCCC3)c2)cc1	1.0
O=C(CSc1nnc2ccccn12)NC(=O)c1ccccc1	0.8
CN(Cc1ccccc1Br)C(=O)CSc1nnnn1C1CC1	-0.8
CN(CC(=O)Nc1cccc(F)c1)CC(=O)N1CCCCC1	0.6
C=CC[C@H](CC(=O)N(CCO)Cc1ccccc1)C(=O)NCCOC(=O)[C@@H](CC=C)CC(=O)OC(C)(C)C	-1.7
COc1ccc(C=O)cc1C1=CC(=O)C[C@H](c2ccc(Cl)cc2)C1	0.0
COc1ccc(OC)c(/C=C(\C)C(=O)c2c(C)cc(C)[nH]c2=O)c1	-0.1
NC(=O)c1ccc(NC(=O)COC(=O)CCN=C2NS(=O)(=O)c3ccccc32)cc1	0.5
C#CCOCCOCCOCCNc1nc(N2CCN(C(=O)C([C@@H](C)O)n3cc([C@@H](N)CCCCN)nn3)CC2)nc(N2CCN(C(=O)[C@H](CCC(=O)O)n3cc([C@@H](N)CCCCN)nn3)CC2)n1 (stereo not given in full)	1.1
CCOC(=O)c1nncc(-c2ccccc2)n1	-0.3
O=C(CSc1nnnn1C1CC1)Nc1cccc(S(=O)(=O)N2CCCC2)c1	0.5
COc1ccc(OCCOc2ccc(S(=O)(=O)N3CCCC3)cc2[N+](=O)[O-])cc1	3.1
CC(C)[C@H](NC(=O)c1ccccc1)C(=O)OCC(=O)c1ccc(S(=O)(=O)N2CCCCC2)cc1	1.2
Cc1noc(C)c1COc1ccc(C(=O)OCC(=O)Nc2ccc(C(=O)N(C)C)cc2)cc1	0.3
CC1O[C@@H](OC2C(O)C(O)C(CO)O[C@H]2OC2C[C@]3(C)C(CC(O)C4[C@@H]([C@]5(C)CC[C@@H](C(C)(C)O)O5)CC[C@]43C)[C@@]3(C)CCC(O)C(C)(C)C23)C(O)C(O)C1O (stereo not given in full)	0.9
C[C@H](CO)N1C[C@H](C)[C@@H](CN(C)S(C)(=O)=O)Oc2ccc(NS(=O)(=O)c3ccccc3)cc2C1=O	1.7
Cc1cc(NC(=O)CSCC(=O)N2CCN(c3ccccc3)CC2)no1	0.3
Cc1cccnc1NC(=O)c1ccc(S(=O)(=O)N2CCCCCC2)cc1	0.9
CN(CC(=O)Nc1ccccc1C(F)(F)F)C(=O)CSc1nnc(-c2ccncc2)n1C	-1.0
CCOC(=O)[C@H]1[C@H]2COc3cc(OC)ccc3[C@@H]2N2C(=O)c3cc(OC)c(OC)cc3NC(=O)[C@@]12C	1.4
O=C1CC2(CCN(C(=O)C3CC(=O)N(c4ccc(F)cc4)C3)CC2)Oc2ccccc21 (stereo not given)	0.2

No new results follow: an excerpt of the list.
Structure	OXTR ag
CCOC(=O)c1nncc(-c2ccccc2)n1	-0.3
O=C(CSc1nnnn1C1CC1)Nc1cccc(S(=O)(=O)N2CCCC2)c1	0.5

The list goes on:
Structure	OXTR ag
Cc1c(C(=O)Nc2nc(-c3ccccn3)cs2)oc2ccccc12	-0.9
CCOc1ccc(S(=O)(=O)N2CCCCC2)cc1NC(=O)C1COc2ccccc2O1 (stereo not given)	1.4
COc1ccc(CN(C)C(=O)[C@H](Cc2ccccc2)NC(=O)c2ccco2)c(OC)c1	-1.7
COc1cccc(Nc2nn3c(=O)c4ccccc4nc3s2)c1	-1.2
O=C(CCN1C(=O)C2CCCCC2C1=O)Nc1ccc(OC(F)F)cc1 (stereo not given)	-0.7
COc1ccc(C(=O)/C=C/c2ccc(O)cc2)c2c1CC(O)C(C)(C)O2 (stereo not given)	7.5
COc1ccc(CCN(C)C(=O)COc2cccc(-n3cnnn3)c2)cc1OC	1.4
CC1CC(C)CN(S(=O)(=O)CCNC(=O)c2ccc3c(c2)OCO3)C1 (stereo not given)	-0.9
CN=C1S/C(=C\c2cccc(Cl)c2Cl)C(=O)N1C	-2.6
O=C(NC1CCN(Cc2ccc(Cl)cc2)CC1)c1cn(-c2ccccc2)nc1-c1cccnc1	0.6
CC1CC1C(=O)N1CCN(S(=O)(=O)c2cccc(F)c2)CC1 (stereo not given)	-0.2
O=C1NC[C@H](c2ccccc2)OC(=O)[C@@H](Cc2ccc(F)cc2)C/C=C\C[C@H]1CC(=O)N(CCO)Cc1ccccc1	1.5
Cc1ccc(CNC(=O)c2ccc(N3CCC4(CC3)CC(c3cccc(Br)c3)=NO4)c(N)c2)cc1	0.9
Cc1ccc(S(=O)(=O)N2CCC(C(=O)OCC(=O)N3CCC(C)CC3)CC2)cc1C	-1.1
CCOC(=O)[C@@H]1[C@H]2COc3cc(OC)ccc3[C@@H]2N2C(=O)N(c3ccc(OC)cc3)C(=O)[C@@]12C	0.4
O=C(CCCNC(=O)c1ccc(Cl)cc1)OCc1cccc(Br)c1	-0.9
CSc1nc(N)nc2c1ncn2CC(=O)NCCNc1ccc([N+](=O)[O-])cn1	1.1
O=C(NCC(c1ccco1)N1CCN(c2ccc(F)cc2)CC1)c1ccc2c(c1)OCO2 (stereo not given)	-0.5
O=C(Nc1ccc(F)cc1F)C1CC(=O)N(Cc2ccccc2)C1 (stereo not given)	-0.6
C[C@@]12CCC3[C@@](CCC4[C@@]3(C)CCC[C@@]4(C)C(=O)N3CCOCC3)(CC1=O)C2 (stereo not given in full)	-1.3
COCCNc1nnc(SCC(=O)NNC(=O)c2ccc([N+](=O)[O-])cc2)s1	1.2
O=C(COC(=O)c1ccccc1O)NC(=O)c1ccc(OC(F)F)cc1	0.2
COc1cccc(CN(C)C(=O)c2cc(S(=O)(=O)N3CCCC3)ccc2C)c1OC	2.2
CCN(C(=O)COC(=O)c1cc2c(s1)CCCC2)c1c(N)n(Cc2ccccc2)c(=O)[nH]c1=O	0.1
CC(=O)Nc1sc(C)c(C)c1C(=O)OCC(=O)Nc1ccccc1	2.4
COc1ccc(C(=O)OCC(=O)Nc2ccc(N3CCOCC3)cc2)cc1OC	2.8
Cc1c(C(=O)Nc2ccccc2)c2ccc(C(F)(F)F)cc2n1O	8.8
Cc1csc(=O)n1CC(=O)OCC(=O)NCc1ccc(F)cc1	0.6
Cc1cccc(C)c1NC(=O)CN(C)C(=O)CN1C(=O)NC(C)(C)C1=O	1.2
CCOC(=O)c1c(CC(C)C)csc1NC(=O)COC(=O)C1=NNC(=O)CC1	-0.8
N#CCC(=O)Nc1ccc(C(=O)NCC2(N3CCOCC3)CCCCC2)cc1	0.9
O=C(Cc1csc(-c2ccc(Cl)cc2)n1)Nc1cccc(S(=O)(=O)NC2=NCCC2)c1	0.7
COC(=O)c1cc(Br)ccc1NC(=O)CSCc1c(C)noc1C	1.4
CN(CCOc1ccccc1)C(=O)CNC(=O)c1ccc(C(C)(C)C)cc1	-1.0
C=CCn1c(SCC(=O)NCC2CCCO2)nc2sc(CC)cc2c1=O (stereo not given)	2.6
CC(=O)N(Cc1ccccc1)c1c(N)nc(N)[nH]c1=O	-0.1

Pulled by compound from the entries so far (7):
Structure	OXTR ag
Cc1cc(NC(=O)CSCC(=O)N2CCN(c3ccccc3)CC2)no1	0.3
CN(CC(=O)Nc1cccc(F)c1)CC(=O)N1CCCCC1	0.6
CC1CC(C)CN(S(=O)(=O)CCNC(=O)c2ccc3c(c2)OCO3)C1 (stereo not given)	-0.9
O=C(Cc1csc(-c2ccc(Cl)cc2)n1)Nc1cccc(S(=O)(=O)NC2=NCCC2)c1	0.7
Cc1cccc(C)c1NC(=O)CN(C)C(=O)CN1C(=O)NC(C)(C)C1=O	1.2
CC(=O)N(Cc1ccccc1)c1c(N)nc(N)[nH]c1=O	-0.1
COc1ccc(C(=O)OCC(=O)Nc2ccc(N3CCOCC3)cc2)cc1OC	2.8

Additional results.
Structure	OXTR ag
O=C(OCc1cc(=O)n2ccsc2n1)c1ccccc1NCCO	1.0
CCOc1ccc(OCC(=O)OC(C)C(=O)NC2CCCCC2C)cc1 (stereo not given)	-0.6
O=C(COC(=O)C1CCC(=O)N1)Nc1cccc([N+](=O)[O-])c1 (stereo not given)	2.4
COCCCN(C(=O)CSCC(=O)Nc1cccc(C)c1)c1c(N)n(Cc2ccccc2)c(=O)[nH]c1=O	0.7
O=C(COC(=O)c1ccc(Br)o1)Nc1cccc(S(=O)(=O)N2CCCCC2)c1	4.9
CCCCN1C(=O)C(=O)N(CC(=O)N2CCc3ccccc32)C1=O	-2.3
O=C(COc1ccc(Cl)cc1)NNC(=O)c1ccncc1	0.5
CN1CCC(N(C)S(=O)(=O)c2ccc(NC(=O)Cc3ccc(F)cc3)cc2)CC1	1.5
COc1ccccc1C(=O)NCCC(=O)NCC1COc2ccccc2O1 (stereo not given)	0.5
Cc1csc(SC(C)C(=O)NC2CCCCC2C)n1 (stereo not given)	-1.6
O=C(N/N=C/c1ccc([N+](=O)[O-])cc1)c1ccc(NS(=O)(=O)c2cccs2)cc1	-0.7
Cc1cc(C(=O)COC(=O)c2cccnc2Cl)c(C)n1C	0.1
COc1cc(OC)cc(C(=O)NCC(=O)N2CCCCCCC2)c1	1.4
Cc1cc(Br)ccc1SCC(=O)OCC(=O)Nc1ccc2[nH]c(=O)[nH]c2c1	0.0
COc1ccc(S(=O)(=O)NCCS(=O)(=O)N2CCN(c3ccccc3)CC2)cc1	2.8
Cc1ccc(S(=O)(=O)Nc2cccc(C(=O)NCC(c3ccco3)N(C)C)c2)cc1F (stereo not given)	0.3
O=C1CCc2cc(S(=O)(=O)N3CCN(c4ccccc4)CC3)cc3c2N1CCC3	-0.1
CN1C(=O)CC(c2ccccc2)C1=O (stereo not given)	-0.5
O=C(CCNS(=O)(=O)c1ccccc1)NNC(=O)COc1ccc(Cl)cc1	0.1
CC(C)(C)OC(=O)C[C@H]1C/C=C\C[C@@H](CC(=O)N[C@@H](CO)Cc2ccccc2)C(=O)NCCOC1=O	2.0
Brc1ccc(-c2c(-c3ccsc3)sc3ccccc23)cn1	-1.5
O=C1COc2ccc(C(=O)COc3ccc(Cl)cc3Br)cc2N1	0.0
CN(CC(=O)Nc1ccccc1Cl)C(=O)COC(=O)c1ccccc1[N+](=O)[O-]	-0.4
CN(Cc1ccco1)c1ncnc2ccc(-c3ccc4c(c3)OCO4)cc12	-1.9

Assay outcomes deposited in PubChem BioAssay by The Scripps Research Institute Molecular Screening Center.
